TDP-43 yeast inh = rescues yeast growth from TDP-43 toxicity; TDP-43 expressing yeast growth rescue, BacTiter-Glo, 24 h; Potency, µM (highest dose often 46.1 µM), for the others: top-dose growth rescue (activation), hits mostly activators; hit rate 1.8% among 410,000; AID 652104; further: % of control where 0% means no effect; nearly all actives have a fitted effect of over 50% in size
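Yeast expressing TDP-43 (pregrown in raffinose, seeded at OD600=0.02 in galactose medium) exposed to compounds 24 hr at 30 deg C. Growth read by BacTiter-Glo luminescence; rescue of toxicity appears as increased signal.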
HT1080 IDH1KD tx = toxicity to HT-1080 IDH1 knockdown cells (counter line); HT-1080 IDH1 knockdown viability, ATP luminescence, 48 h; Potency, µM (top dose mostly 46.1 µM), for the others: at the highest dose activity, negative = toxicity, hits mostly cytotoxic; hit rate 2% among 360,000; AID 686971;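 further: 0% = DMSO wells and -100% = cell-free medium wells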
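Viability of IDH1-knockdown HT-1080 fibrosarcoma cells was assessed by CellTiter-Glo after 48 h at 37 °C with titrated compound; concentration-effect curves were classified by fit quality and response size.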
GLP1R ag = GLP-1 receptor (human) agonism; P43220; HEK293 GLP-1R CRE-luciferase, luminescence, 4-6 h; cells express a hypersensitive GLP-1R form; Potency, µM (series often up to 45.6 µM), for the others: top-dose activation, hits mostly activators; hit rate 0.007% among 380,000; AID 624172; further: % of control where 0% means no effect
Target sequence (P43220 whole entry, looked up): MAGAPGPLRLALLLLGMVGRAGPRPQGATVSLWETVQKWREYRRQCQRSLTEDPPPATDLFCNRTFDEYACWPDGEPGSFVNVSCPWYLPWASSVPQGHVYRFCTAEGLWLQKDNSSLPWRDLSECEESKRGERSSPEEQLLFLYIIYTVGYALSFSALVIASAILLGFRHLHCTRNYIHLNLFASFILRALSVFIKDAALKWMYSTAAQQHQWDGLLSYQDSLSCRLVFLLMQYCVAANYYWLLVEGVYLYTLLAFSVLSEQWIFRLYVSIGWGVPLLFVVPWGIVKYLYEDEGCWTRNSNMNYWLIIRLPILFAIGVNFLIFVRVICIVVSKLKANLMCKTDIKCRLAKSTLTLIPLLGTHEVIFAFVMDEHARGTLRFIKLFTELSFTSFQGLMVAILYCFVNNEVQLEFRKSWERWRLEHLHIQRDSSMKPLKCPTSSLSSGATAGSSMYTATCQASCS
HEK293 tox = cytotoxicity counter-screen for GLP-1 receptor inverse agonists; Potency, µM (doses to about 38.3 µM), for the others: top-dose activity change, negative = inhibition, most hits filed as inhibitors; hit rate 0.13% among 410,000; HEK293 cAMP-luciferase reporter cells, luminescence, 24 h;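 further: loss of luciferase light is scored as toxicity; on the % scale 0 is the no-effect control and ±100 the full control effect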
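A 23 nL compound transfer followed 12 hours of cell culture at 37 deg C; exposure then lasted 24 hr. Luciferase assay detection reagent was dispensed and plates read for luminescence after a 12 min room-temperature wait.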
HT1080-NT tox = kills 2HG-producing HT-1080-NT fibrosarcoma cells; HT-1080-NT fibrosarcoma viability, CellTiter-Glo ATP luminescence, 48 h; Potency, µM (highest dose often 46.1 µM), for the others: top-dose activity, negative = less viability, most hits filed as cytotoxic; hit rate 1.6% among 360,000; AID 686970;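 further: NT is the 2HG producing partner of a matched IDH1 knockdown line; 0% = DMSO-treated cells and -100% = media-only wells without cells; nearly all actives have a fitted effect of over 55% in size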
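Viability by CellTiter-Glo luminescence after 48 h compound exposure at 37C of HT-1080-NT cells (750/well, RPMI, 5% FBS). % activity scaled between DMSO wells and medium-only wells, then curve-fitted and categorized by curve class.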
GLP1R inv ag = inverse agonists of human GLP-1 receptor. P43220. HEK293 GLP-1R CRE-luciferase, luminescence, 24 h; GLP-1R form is constitutively active. Potency, µM (top dose mostly 38.3 µM), for the others: at the top dose activity change, negative = inhibition, usual class: inhibitors. hit rate 1.6% among 410,000; further: on the % scale 0 is the no-effect control and ±100 the full control effect; nearly all actives have a fitted effect of over 55% in size
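Seeding at 200 cells/uL, 12 h culture, 24 hr compound treatment, then luciferase reagent and a luminescence read; cells are HEK293 stably expressing a constitutively active GLP-1R plus cAMP-responsive luciferase.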
KB-3-1 tox = kills parental KB-3-1 adenocarcinoma cells; KB-3-1 viability, CellTiter-Glo ATP luminescence, 72 h; Potency, µM (top dose mostly 46.1 µM), for the others: at the top dose activity change, negative = cytotoxic, hits mostly cytotoxic; hit rate 1.4% among 400,000; AID 1347075; further: on the % scale 0 is the no-effect control and ±100 the full control effect; nearly all actives have a fitted effect of over 60% in size
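Luminescent ATP read-out (CellTiter-Glo) measures survival of drug-naive KB-3-1 cells after 72 h compound exposure at 37 °C. Titration series was screened from lowest to highest concentration, with DMSO vehicle plates as background controls.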
SW480 rereplic = induces DNA re-replication in SW480 colon adenocarcinoma cells | SW480 DNA re-replication, Hoechst DNA content imaging, 48 h | Potency, µM (highest dose often 46.1 µM), inactives show at the highest dose re-replication activation, hits mostly activators | hit rate 1.8% among 340,000; further: % of control where 0% means no effect; nearly all actives have a fitted effect of over 55% in size
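First, 250 cells per well were seeded. Next, compound or vehicle (23 nL) was pinned in, plates sat 48 hr at 37 C. Finally Hoechst was added for 40 min before fluorescence scanning.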
KB-V1 cytotox = kills drug-selected multidrug resistant KB-V1 cells; KB-V1 MDR cells viability, CellTiter-Glo, 72 h; Potency, µM (doses to about 46.1 µM), inactives show at the top dose activity change, negative = cytotoxicity, usual class: cytotoxic; hit rate 3.4% among 400,000; AID 1347076; further: on the % scale 0 is the no-effect control and ±100 the full control effect; nearly all actives have a fitted effect of over 60% in size
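Luminescent ATP read-out (CellTiter-Glo, 10 min) measures survival of drug-selected KB-V1 MDR cells after 72 h, 37 degrees C compound exposure. Medium: phenol-red-free DMEM, 10% FBS. Values from fitted concentration-response curves.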
Active calls of the source: *; [ ] = another dose, or the depositor's remark. The call rests on the fitted dose curve; in most records, active means well fitted curve in the direction sought with a large enough effect; inconclusive means small, poorly fitted or top-dose-only effect, or another doubt; inactive means no such curve, though single readings can be large; an effect the other way counts as inactive or inconclusive. Potency means the concentration at half of the fitted maximal effect.

Screening C(=C1c2ccccc2-c2ccccc21)c1ccccn1 returned TDP-43 yeast inh 8%, HT1080 IDH1KD tx inconclusive, GLP1R ag 6%, HEK293 tox -11%, HT1080-NT tox -19%, GLP1R inv ag inconclusive, KB-3-1 tox -23%, SW480 rereplic inconclusive and KB-V1 cytotox inconclusive.
For Cc1ccc(SCc2nnc(NC(=O)c3ccccc3)s2)cc1 the results were TDP-43 yeast inh -10%, HT1080 IDH1KD tx -1%, GLP1R ag -6%, HEK293 tox 8%, HT1080-NT tox -1%, GLP1R inv ag 8%, KB-3-1 tox -1%, SW480 rereplic inconclusive and KB-V1 cytotox 20%.
Screening COc1ccccc1C(=O)N/C(=C\c1cn(C)c2ccccc12)C(=O)NCCN1CCOCC1 returned TDP-43 yeast inh 3%, HT1080 IDH1KD tx 1%, GLP1R ag 1%, HEK293 tox 6%, HT1080-NT tox 0%, GLP1R inv ag -17%, KB-3-1 tox 2% and KB-V1 cytotox 0%.
`COc1ccc2c([N+](=O)[O-])c(N3CCCC3)[nH]c2c1` gave TDP-43 yeast inh 6%, HT1080 IDH1KD tx 11%, GLP1R ag 2%, HEK293 tox -28%, HT1080-NT tox 11%, GLP1R inv ag 43%[activator], KB-3-1 tox 8%, SW480 rereplic -2% and KB-V1 cytotox -5%.
CCN(CC(=O)NCc1ccc(F)cc1)C(=O)/C=C/c1cccs1 was read as TDP-43 yeast inh -20%, HT1080 IDH1KD tx -2%, GLP1R ag 5%, HEK293 tox 10%, HT1080-NT tox -6%, GLP1R inv ag 10%, KB-3-1 tox 16%, SW480 rereplic 3% and KB-V1 cytotox inconclusive.
`Cc1cc(C)c(S(=O)(=O)N2CCOC2CNC(=O)C(=O)NCc2ccccn2)c(C)c1` (stereo not given) gave TDP-43 yeast inh 7%, HT1080 IDH1KD tx 10%, GLP1R ag -8%, HEK293 tox -7%, HT1080-NT tox 8%, GLP1R inv ag -1% and SW480 rereplic -2%.
Screening COc1ccc(NC2=NCCC(=O)N2Cc2cccs2)cc1 returned TDP-43 yeast inh 11%, HT1080 IDH1KD tx -1%, GLP1R ag 4%, HEK293 tox 70%[activator], HT1080-NT tox 0%, GLP1R inv ag -2%, KB-3-1 tox 11%, SW480 rereplic -5% and KB-V1 cytotox -4%.
Screening CCNC(=O)C1(C)CCCN(C(=O)CCc2cccs2)C1 (stereo not given) returned TDP-43 yeast inh 6%, HT1080 IDH1KD tx inconclusive, GLP1R ag 8%, HEK293 tox 2%, HT1080-NT tox 19%, GLP1R inv ag -3%, KB-3-1 tox 0% and KB-V1 cytotox 13%.
O=C1CC(N2CCN(C/C=C/c3ccccc3)CC2)C(=O)N1Cc1cccs1 (stereo not given) was read as TDP-43 yeast inh 5%, HT1080 IDH1KD tx -9%, GLP1R ag 2%, HEK293 tox -9%, HT1080-NT tox -8%, GLP1R inv ag -14%, KB-3-1 tox 13%, SW480 rereplic -1% and KB-V1 cytotox -2%.
Screening COc1cc(S(=O)(=O)n2cnc3ccccc32)ccc1Br returned TDP-43 yeast inh -15%, HT1080 IDH1KD tx 13%, GLP1R ag 0%, HEK293 tox 2%, HT1080-NT tox 4%, GLP1R inv ag 0%, KB-3-1 tox 7%, SW480 rereplic -5% and KB-V1 cytotox -11%.
CCCCn1c(N)c(N(C)C(=O)C2CCCC2)c(=O)[nH]c1=O was read as TDP-43 yeast inh 4%, HT1080 IDH1KD tx 0%, GLP1R ag -6%, HEK293 tox -9%, HT1080-NT tox 0%, GLP1R inv ag 12%, KB-3-1 tox 0%, SW480 rereplic -7% and KB-V1 cytotox -14%.
COc1cccc(OCCNC(=O)c2ccc(C)cc2)c1 was read as TDP-43 yeast inh -3%, HT1080 IDH1KD tx 17%, GLP1R ag 9%, HEK293 tox 15%, HT1080-NT tox 14%, GLP1R inv ag 5%, KB-3-1 tox 5%, SW480 rereplic -4% and KB-V1 cytotox 16%.
For Cc1[nH]nc2c1C(c1ccc(-c3ccccc3C#N)o1)C(C#N)=C(N)O2 (stereo not given) the results were TDP-43 yeast inh -16%, HT1080 IDH1KD tx 11µM*, GLP1R ag -6%, HEK293 tox -19%, HT1080-NT tox inconclusive, GLP1R inv ag -6%, KB-3-1 tox 8%, SW480 rereplic -14% and KB-V1 cytotox -7%.
Cc1cccc(C)c1NC(=O)C1C2C=CC(C2)C1C(=O)O (stereo not given) was read as TDP-43 yeast inh 9%, HT1080 IDH1KD tx 2%, GLP1R ag 1%, HEK293 tox 0%, HT1080-NT tox 8%, GLP1R inv ag 4%, KB-3-1 tox 0%, SW480 rereplic 1% and KB-V1 cytotox 4%.
COc1ccc(CNc2nccs2)cc1OC was read as TDP-43 yeast inh 12%, HT1080 IDH1KD tx 9%, GLP1R ag 2%, HEK293 tox -1%, HT1080-NT tox 18%, GLP1R inv ag 2%, KB-3-1 tox 3%, SW480 rereplic -2%[9.22 µM] and KB-V1 cytotox 29%.
Screening COc1ccc(-c2cc(OC)c3c(C)oc(C)c3c(=O)c2)cc1OC returned TDP-43 yeast inh -18%, HT1080 IDH1KD tx -21%, GLP1R ag 20%, HEK293 tox 20%, HT1080-NT tox -15%, GLP1R inv ag 0%, KB-3-1 tox -9%, SW480 rereplic -5% and KB-V1 cytotox inconclusive.
Cc1cc(Br)cn2c(Cc3cccc(F)c3)c(-c3ccc(F)cc3)nc12 was read as TDP-43 yeast inh 29%, HT1080 IDH1KD tx -16%, GLP1R ag -2%, HEK293 tox 7%, HT1080-NT tox inconclusive, GLP1R inv ag inconclusive, KB-3-1 tox 16µM* and KB-V1 cytotox -29%.
Screening CCCCCn1c(SCc2cccc(C)c2)nc2c1c(=O)[nH]c(=O)n2C returned TDP-43 yeast inh 9%, HT1080 IDH1KD tx -7%, GLP1R ag 16%, HEK293 tox 9%, HT1080-NT tox 1%, GLP1R inv ag -28%, KB-3-1 tox -2%, SW480 rereplic 0% and KB-V1 cytotox inconclusive.
For O=C(Sc1n[nH]c(=O)[nH]c1=O)c1ccccc1 the results were TDP-43 yeast inh -11%, HT1080 IDH1KD tx 9%, GLP1R ag -2%, HEK293 tox -11%, HT1080-NT tox 9%, GLP1R inv ag 24%, KB-3-1 tox -8%, SW480 rereplic 0% and KB-V1 cytotox 9%.
For Cc1n[nH]c(=O)nc1N/N=C/c1ccc(O)c([N+](=O)[O-])c1 the results were TDP-43 yeast inh -1%, HT1080 IDH1KD tx -13%, GLP1R ag 9%, HEK293 tox 64%[activator], HT1080-NT tox -4%, GLP1R inv ag 12%, KB-3-1 tox -9% and KB-V1 cytotox -22%.

Arranged by heavy-atom count (low to high): some entries from above
`COc1ccc2c([N+](=O)[O-])c(N3CCCC3)[nH]c2c1` gave TDP-43 yeast inh 6%, HT1080 IDH1KD tx 11%, GLP1R ag 2%, HEK293 tox -28%, HT1080-NT tox 11%, GLP1R inv ag 43%[activator], KB-3-1 tox 8%, SW480 rereplic -2% and KB-V1 cytotox -5%.
Screening COc1cc(S(=O)(=O)n2cnc3ccccc32)ccc1Br returned TDP-43 yeast inh -15%, HT1080 IDH1KD tx 13%, GLP1R ag 0%, HEK293 tox 2%, HT1080-NT tox 4%, GLP1R inv ag 0%, KB-3-1 tox 7%, SW480 rereplic -5% and KB-V1 cytotox -11%.
O=C1CC(N2CCN(C/C=C/c3ccccc3)CC2)C(=O)N1Cc1cccs1 (stereo not given) was read as TDP-43 yeast inh 5%, HT1080 IDH1KD tx -9%, GLP1R ag 2%, HEK293 tox -9%, HT1080-NT tox -8%, GLP1R inv ag -14%, KB-3-1 tox 13%, SW480 rereplic -1% and KB-V1 cytotox -2%.

The list goes on:
CCOc1cc(/C=C2/C(=N)N3N=C(CC)SC3=NC2=O)ccc1OC(=O)c1ccco1 was read as TDP-43 yeast inh -1%, HT1080 IDH1KD tx -7%, GLP1R ag -19%, HEK293 tox 27%, HT1080-NT tox -12%, GLP1R inv ag -4%, KB-3-1 tox inconclusive, SW480 rereplic -5% and KB-V1 cytotox -1%.
`C[C@@H]1CN([C@@H](C)CO)S(=O)(=O)c2ccc(Br)cc2O[C@H]1CN(C)C(=O)c1ccncc1` gave TDP-43 yeast inh 0%, HT1080 IDH1KD tx 15%, GLP1R ag -6%, HEK293 tox -4%, HT1080-NT tox 8%, GLP1R inv ag 5%, KB-3-1 tox 12% and KB-V1 cytotox -2%.
Cc1ccc(C(=O)NCc2ccccn2)o1 was read as TDP-43 yeast inh 22%, HT1080 IDH1KD tx 10%, GLP1R ag -5%, HEK293 tox -13%, HT1080-NT tox 18%, GLP1R inv ag 13%, KB-3-1 tox 10%, SW480 rereplic 0% and KB-V1 cytotox 0%.
`CCOC(=O)C1=CCN(S(=O)(=O)c2ccccc2Br)C1c1ccc(Cl)c(Cl)c1` (stereo not given) gave TDP-43 yeast inh -4%, HT1080 IDH1KD tx inconclusive, GLP1R ag 8%, HEK293 tox 1%, HT1080-NT tox inconclusive, GLP1R inv ag inconclusive, KB-3-1 tox inconclusive and KB-V1 cytotox inconclusive.
Screening O=C(NCc1ccccc1Cl)c1cnc2sc(N3CCCCC3)nn2c1=O returned TDP-43 yeast inh 16%, HEK293 tox -2%, GLP1R inv ag 4%, KB-3-1 tox 17% and KB-V1 cytotox -25%.
Screening Cc1ccc(C(=O)Nc2cccc(-c3nc4cccnc4s3)c2C)cc1 returned TDP-43 yeast inh -5%, HEK293 tox -5%, GLP1R inv ag -7%, KB-3-1 tox -6% and KB-V1 cytotox 3%.
Screening Cn1c(CNC(=O)c2ccc(Cl)cc2)nnc1SCC(=O)NC1CCCC1 returned TDP-43 yeast inh 3%, HT1080 IDH1KD tx 0%, GLP1R ag 8%, HEK293 tox 5%, HT1080-NT tox 4%, GLP1R inv ag -2%, KB-3-1 tox 24%, SW480 rereplic -10% and KB-V1 cytotox 21%.
`O=C(CC(=O)c1ccccc1)Nc1ccccn1` gave TDP-43 yeast inh 15%, HT1080 IDH1KD tx 16%, GLP1R ag -1%, HEK293 tox -2%, HT1080-NT tox 17%, GLP1R inv ag -11%, KB-3-1 tox 16%, SW480 rereplic -6% and KB-V1 cytotox 14%.

Screening data (PubChem)
